BioA inh = inhibitors of Mycobacterium tuberculosis BioA enzyme; 360,000 compounds, 0.096% hits; purified M. tuberculosis BioA enzyme, plate reader; AID 602481; inhibition, % at 9.99 µM; in the data active = inhibition above about 40%
TcdB inh = inhibitors of Clostridioides difficile toxin B glycohydrolase; TcdB glycohydrolase enzymatic assay, plate reader; inhibition, % at 9.99 µM; 350,000 compounds, 0.24% hits; in the data active = inhibition above about 10%
Target sequence (P18177 whole entry, looked up): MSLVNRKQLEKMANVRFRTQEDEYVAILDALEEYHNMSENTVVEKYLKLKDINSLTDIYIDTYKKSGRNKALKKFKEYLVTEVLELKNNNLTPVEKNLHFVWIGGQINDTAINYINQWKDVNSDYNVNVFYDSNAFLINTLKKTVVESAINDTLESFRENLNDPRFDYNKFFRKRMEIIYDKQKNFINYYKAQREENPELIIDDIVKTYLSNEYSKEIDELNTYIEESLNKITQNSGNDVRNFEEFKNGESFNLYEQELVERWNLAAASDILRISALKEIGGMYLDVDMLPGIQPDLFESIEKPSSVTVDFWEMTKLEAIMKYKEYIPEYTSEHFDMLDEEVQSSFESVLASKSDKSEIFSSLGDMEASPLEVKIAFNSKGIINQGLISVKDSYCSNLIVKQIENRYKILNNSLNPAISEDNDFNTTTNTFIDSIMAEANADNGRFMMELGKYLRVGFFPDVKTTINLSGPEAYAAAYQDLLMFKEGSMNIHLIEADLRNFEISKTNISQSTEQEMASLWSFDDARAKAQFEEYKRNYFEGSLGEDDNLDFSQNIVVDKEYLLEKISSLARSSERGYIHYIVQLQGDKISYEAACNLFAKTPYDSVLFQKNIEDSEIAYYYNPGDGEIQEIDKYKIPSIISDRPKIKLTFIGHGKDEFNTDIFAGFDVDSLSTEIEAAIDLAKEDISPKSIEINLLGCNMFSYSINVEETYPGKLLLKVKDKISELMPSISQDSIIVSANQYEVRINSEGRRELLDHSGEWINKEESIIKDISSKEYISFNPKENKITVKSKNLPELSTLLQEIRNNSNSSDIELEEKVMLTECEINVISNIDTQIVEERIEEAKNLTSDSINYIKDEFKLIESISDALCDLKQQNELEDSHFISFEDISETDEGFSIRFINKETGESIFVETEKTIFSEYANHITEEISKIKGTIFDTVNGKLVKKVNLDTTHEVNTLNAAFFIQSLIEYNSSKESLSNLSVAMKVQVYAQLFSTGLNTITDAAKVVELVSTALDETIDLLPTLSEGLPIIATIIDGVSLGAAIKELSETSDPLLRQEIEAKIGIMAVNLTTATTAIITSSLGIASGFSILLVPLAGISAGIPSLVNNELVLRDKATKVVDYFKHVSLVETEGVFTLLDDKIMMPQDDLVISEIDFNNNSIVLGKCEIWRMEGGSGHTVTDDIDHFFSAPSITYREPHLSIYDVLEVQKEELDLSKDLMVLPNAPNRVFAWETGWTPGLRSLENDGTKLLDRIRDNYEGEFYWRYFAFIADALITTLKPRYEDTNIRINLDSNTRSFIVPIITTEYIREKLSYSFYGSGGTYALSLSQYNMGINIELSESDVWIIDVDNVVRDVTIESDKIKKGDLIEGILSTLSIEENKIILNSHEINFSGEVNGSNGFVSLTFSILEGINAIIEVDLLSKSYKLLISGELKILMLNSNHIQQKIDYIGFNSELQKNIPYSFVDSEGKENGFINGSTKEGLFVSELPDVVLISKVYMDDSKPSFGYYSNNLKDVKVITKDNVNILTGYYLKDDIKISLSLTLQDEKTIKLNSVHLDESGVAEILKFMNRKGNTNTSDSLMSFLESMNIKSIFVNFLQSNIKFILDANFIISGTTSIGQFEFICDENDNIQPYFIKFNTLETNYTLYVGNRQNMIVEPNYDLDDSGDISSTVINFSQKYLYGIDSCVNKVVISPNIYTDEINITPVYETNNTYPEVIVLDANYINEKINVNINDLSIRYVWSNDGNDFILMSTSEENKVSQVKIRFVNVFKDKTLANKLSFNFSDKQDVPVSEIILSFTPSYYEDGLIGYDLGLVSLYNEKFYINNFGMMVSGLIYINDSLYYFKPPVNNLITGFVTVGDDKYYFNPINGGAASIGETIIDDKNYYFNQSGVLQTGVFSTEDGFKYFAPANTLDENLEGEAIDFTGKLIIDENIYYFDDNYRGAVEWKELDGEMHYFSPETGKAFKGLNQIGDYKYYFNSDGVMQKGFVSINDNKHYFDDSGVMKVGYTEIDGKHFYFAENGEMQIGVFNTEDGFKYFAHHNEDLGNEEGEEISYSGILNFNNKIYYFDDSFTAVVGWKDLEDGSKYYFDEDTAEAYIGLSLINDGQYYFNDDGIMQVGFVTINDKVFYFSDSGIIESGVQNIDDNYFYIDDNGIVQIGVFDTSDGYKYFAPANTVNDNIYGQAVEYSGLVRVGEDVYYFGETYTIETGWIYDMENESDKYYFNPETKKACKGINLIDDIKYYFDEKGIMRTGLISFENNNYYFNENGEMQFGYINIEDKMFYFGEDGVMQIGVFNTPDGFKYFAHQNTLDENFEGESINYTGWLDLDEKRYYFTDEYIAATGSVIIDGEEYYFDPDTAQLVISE
The depositor's hits bear a star. The list is partial. The share of hits here may be higher or lower than overall.

SMILES	BioA inh	TcdB inh
COCC(=O)NC[C@H]1N[C@H](CO)[C@H]1c1ccc(C2=CCCCC2)cc1	-3.3	0.9
CO[C@H]1CN(C)C(=O)c2cc(NC(=O)C3CC3)ccc2OC[C@H](C)N(C(=O)CN(C)C)C[C@@H]1C	-1.1	-0.8
Cc1ccc(-c2ccc3c(c2)O[C@H](CN(C)C(=O)C2CC2)[C@H](C)CN([C@H](C)CO)S3(=O)=O)cc1	0.9	0.2
C[C@H]1CN([C@@H](C)CO)C(=O)Cc2cc(NS(=O)(=O)c3cn(C)cn3)ccc2O[C@@H]1CN(C)Cc1ccccc1	-1.2	0.5
CC(C)NC(=O)Nc1ccc2c(c1)C(=O)N([C@H](C)CO)C[C@@H](C)[C@H](CN(C)CC1CCCCC1)OCCCC[C@H](C)O2	-0.8	0.3
C[C@H]1CN([C@@H](C)CO)S(=O)(=O)c2ccc(-c3cccc(C#N)c3)cc2O[C@@H]1CN(C)C(=O)c1cccnc1	1.9	0.0
COc1ccc(NC(=O)Nc2ccc3c(c2)[C@@H]2C[C@H](CC(=O)N4CCN(C)CC4)O[C@@H](CO)[C@@H]2O3)cc1	-0.3	0.8
CS(=O)(=O)N1C[C@H](O)COC[C@H]2O[C@@H](CC(=O)NCc3ccc(-c4ccccc4)cc3)CC[C@@H]21	-1.3	-0.5
Cc1ccc(-c2cnc3c(c2)C(=O)N([C@H](C)CO)C[C@@H](C)[C@H](CN(C)C(=O)c2ccncc2)O3)cc1	0.5	1.0
O=C(C[C@@H]1C=C[C@H](NS(=O)(=O)c2ccc(F)cc2)[C@H](CO)O1)NC1CCCCC1	5.2	1.6
CC(C)NC(=O)N[C@@H]1CC[C@H](CC(=O)O)O[C@H]1CO	4.7	0.6
Cc1noc(C)c1NC(=O)Nc1ccc2c(c1)C(=O)N(C)[C@@H]1CC[C@@H](CC(=O)N(C)C)O[C@@H]1CO2	0.7	-0.3
COCC#Cc1ccc([C@@H]2[C@@H](CO)N3CCCCN(Cc4ccccc4F)C[C@H]23)cc1	1.8	-0.7
COc1cccc(S(=O)(=O)N[C@H]2C=C[C@H](CC(=O)NCc3ccc(Cl)cc3)O[C@@H]2CO)c1	-1.4	-0.9
O=C(C[C@@H]1C[C@H]2c3cc(NC(=O)NC4CCCC4)ccc3O[C@H]2[C@H](CO)O1)NCC(F)(F)F	-3.1	-0.6

Nine entries from above, comma-delimited.
canonical_smiles,BioA inh,TcdB inh
COc1ccc(NC(=O)Nc2ccc3c(c2)[C@@H]2C[C@H](CC(=O)N4CCN(C)CC4)O[C@@H](CO)[C@@H]2O3)cc1,-0.3,0.8
CS(=O)(=O)N1C[C@H](O)COC[C@H]2O[C@@H](CC(=O)NCc3ccc(-c4ccccc4)cc3)CC[C@@H]21,-1.3,-0.5
Cc1ccc(-c2cnc3c(c2)C(=O)N([C@H](C)CO)C[C@@H](C)[C@H](CN(C)C(=O)c2ccncc2)O3)cc1,0.5,1.0
O=C(C[C@@H]1C=C[C@H](NS(=O)(=O)c2ccc(F)cc2)[C@H](CO)O1)NC1CCCCC1,5.2,1.6
CC(C)NC(=O)N[C@@H]1CC[C@H](CC(=O)O)O[C@H]1CO,4.7,0.6
Cc1noc(C)c1NC(=O)Nc1ccc2c(c1)C(=O)N(C)[C@@H]1CC[C@@H](CC(=O)N(C)C)O[C@@H]1CO2,0.7,-0.3
COCC#Cc1ccc([C@@H]2[C@@H](CO)N3CCCCN(Cc4ccccc4F)C[C@H]23)cc1,1.8,-0.7
COc1cccc(S(=O)(=O)N[C@H]2C=C[C@H](CC(=O)NCc3ccc(Cl)cc3)O[C@@H]2CO)c1,-1.4,-0.9
O=C(C[C@@H]1C[C@H]2c3cc(NC(=O)NC4CCCC4)ccc3O[C@H]2[C@H](CO)O1)NCC(F)(F)F,-3.1,-0.6

The list continues:
SMILES	BioA inh	TcdB inh
C[C@@H]1CN([C@@H](C)CO)C(=O)c2cc(C#Cc3cccnc3)cnc2O[C@H]1CN(C)C	21	0.8
C[C@@H](O)C#Cc1cnc2c(c1)C(=O)N([C@@H](C)CO)C[C@H](C)[C@H](CN(C)C(=O)c1ccccc1)O2	-3.8	-0.4
Cc1ccc(S(=O)(=O)N(C)C[C@@H]2Oc3ccc(NC(=O)NC(C)C)cc3CC(=O)N([C@@H](C)CO)C[C@H]2C)cc1	-0.4	1.0
COc1ccc(NC(=O)N(C)C[C@@H]2OCCCC[C@@H](C)Oc3ccc(NC(=O)Nc4ccc5c(c4)OCO5)cc3C(=O)N([C@@H](C)CO)C[C@H]2C)cc1	-2.6	-3.4
CN(C)C(=O)[C@H]1[C@H](CO)[C@H]2Cn3c(ccc(C4=CCCC4)c3=O)[C@@H]1N2C(=O)Nc1ccccc1	3.3	0.3
COc1ccc(CN(C)C[C@@H]2Oc3c(NC(=O)Nc4ccc(C(F)(F)F)cc4)cccc3C(=O)N([C@@H](C)CO)C[C@H]2C)cc1	-3.6	0.8
CC(C)NC(=O)N(C)C[C@H]1Oc2cc(-c3ccccc3F)ccc2S(=O)(=O)N([C@H](C)CO)C[C@H]1C	0.3	0.6
O=C(c1cccc(F)c1)N1C[C@H]2[C@@H](c3ccccc31)[C@H](CO)N2C(=O)C1CCOCC1	1.6	0.1
CCCNC(=O)N1[C@@H](C#N)[C@H](c2ccc(-c3cccc(OC)c3)cc2)[C@@H]1CO	0.4	0.1
C[C@H]1CN([C@@H](C)CO)C(=O)c2cccc(NC(=O)Nc3ccccc3)c2O[C@@H]1CN(C)Cc1ccc(-c2ccccc2)cc1	2.0	-2.0
C[C@@H]1CN([C@H](C)CO)C(=O)c2cc(NC(=O)C3CCCCC3)ccc2O[C@@H]1CN(C)S(=O)(=O)c1ccc(F)cc1	-1.6	1.1
COc1ccc(NC(=O)N[C@@H]2CC[C@H](CCNC(=O)CN3CCOCC3)O[C@@H]2CO)cc1	2.3	-0.3
C[C@@H]1CN([C@H](C)CO)C(=O)c2cc(NS(=O)(=O)c3ccccc3)ccc2O[C@@H](C)CCCCO[C@@H]1CN(C)S(=O)(=O)c1ccc(Cl)cc1	-7.6	-2.4
C[C@H](NC(=O)C[C@@H]1CC[C@H](NS(=O)(=O)c2cccc(F)c2)[C@H](CO)O1)c1ccccc1	-2.2	-1.0
COCC#Cc1cnc2c(c1)C(=O)N([C@H](C)CO)C[C@H](C)[C@H](CN(C)C(=O)Nc1ccccc1F)O2	-2.1	0.0
CO[C@H]1CN(C)C(=O)c2ccc(NC(=O)C3CC3)cc2OC[C@H](C)N(C(=O)c2cccnc2)C[C@@H]1C	-1.1	-2.0
C[C@@H]1CN([C@H](C)CO)C(=O)c2cc(-c3cccc(C#N)c3)cnc2O[C@H]1CN(C)C(=O)C1CCOCC1	1.0	1.7
C[C@@H]1CCCCO[C@H](CN(C)Cc2ccncc2)[C@H](C)CN([C@H](C)CO)C(=O)c2cc(NC(=O)CCCN(C)C)ccc2O1	-1.1	2.0
Cc1cccc(S(=O)(=O)N2C[C@H](O)COC[C@H]3O[C@H](CC(=O)Nc4ccccc4)CC[C@@H]32)c1	-4.7	-0.4
O=C(O)C[C@H]1CC[C@@H](NC(=O)Nc2ccccc2)[C@H](CO)O1	-4.1	-0.5
CCC(=O)Nc1ccc2c(c1)C(=O)N(C)C[C@@H](OC)[C@H](C)CN(C(=O)c1ccccn1)[C@H](C)CO2	-1.5	0.3
C[C@@H]1CN([C@@H](C)CO)C(=O)c2cc(NS(=O)(=O)c3cn(C)cn3)ccc2O[C@@H](C)CCCCO[C@H]1CN(C)C(=O)Nc1ccc2c(c1)OCO2	-3.3	-0.6
O=C(N[C@@H]1CC[C@H](CCn2cc(C3(O)CCCC3)nn2)O[C@H]1CO)C1CC1	6.1	0.4
CO[C@H]1CN(C)C(=O)c2cc(NS(C)(=O)=O)ccc2OC[C@H](C)N(CC2CC2)C[C@@H]1C	-1.4	0.6
Cc1noc(C)c1S(=O)(=O)Nc1cccc2c1O[C@H](CN(C)C(=O)NC(C)C)[C@H](C)CN([C@@H](C)CO)C2=O	-0.1	-0.5
C[C@@H]1CN([C@H](C)CO)C(=O)Cc2cc(NS(=O)(=O)c3ccccc3)ccc2O[C@H]1CN(C)Cc1ccc2c(c1)OCO2	1.3	0.6
CC(C)NC(=O)Nc1ccc2c(c1)C(=O)N([C@H](C)CO)C[C@@H](C)[C@@H](CN(C)S(=O)(=O)c1cccs1)OCCCC[C@H](C)O2	0.6	1.3
COc1ccc(S(=O)(=O)Nc2ccc3c(c2)C(=O)N([C@H](C)CO)C[C@H](C)[C@H](CN(C)S(=O)(=O)c2cccs2)OCCCC[C@H](C)O3)cc1	1.9	0.2
CN1CCN(C(=O)C[C@@H]2CC[C@H]3[C@@H](COC[C@@H](O)CN3Cc3ccc(Oc4ccccc4)cc3)O2)CC1	1.2	-1.5
COc1ccccc1C(=O)Nc1ccc2c(c1)C(=O)N(C)C[C@@H](OC)[C@@H](C)CN(C(C)=O)[C@@H](C)CO2	-0.3	-0.3
C[C@H]1CN([C@@H](C)CO)C(=O)c2cccc(NC(=O)Nc3cccc4ccccc34)c2O[C@@H]1CN(C)S(C)(=O)=O	-0.7	1.9
CO[C@H]1CN(C)C(=O)c2cc(NS(=O)(=O)CC(F)(F)F)ccc2OC[C@@H](C)NC[C@@H]1C	0.2	-1.7
O=C(C[C@H]1CC[C@H]2[C@@H](COC[C@@H](O)CN2S(=O)(=O)c2cccc(F)c2)O1)NC1CCC1	-1.8	-1.9
CO[C@@H]1CN(C)C(=O)c2cc(NC(=O)c3ccccc3F)ccc2OC[C@H](C)N(CC2CCOCC2)C[C@@H]1C	-1.9	3.4
CC(C)NC(=O)N(C)C[C@@H]1OCCCC[C@H](C)Oc2ccc(N(C)C)cc2C(=O)N([C@H](C)CO)C[C@@H]1C	-0.6	-13
C[C@@H]1CN([C@H](C)CO)S(=O)(=O)c2ccc(C3=CCCC3)cc2O[C@H]1CN(C)S(=O)(=O)c1ccc(F)cc1	-2.8	-0.4
C[C@@H]1CN([C@H](C)CO)C(=O)Cc2cc(NS(=O)(=O)c3cccs3)ccc2O[C@H]1CN(C)CC1CCCCC1	2.9	0.1
COCC#Cc1cnc2c(c1)C(=O)N([C@@H](C)CO)C[C@H](C)[C@H](CN(C)S(C)(=O)=O)O2	-1.9	0.7
CN(C)C(=O)c1cccc(-c2ccc([C@H]3[C@@H](CO)N(C(=O)C4CCCCC4)[C@H]3C#N)cc2)c1	1.0	1.4
CO[C@@H]1CN(C)C(=O)c2cc(NC(=O)C3CC3)ccc2OC[C@@H](C)N(CC2CCOCC2)C[C@@H]1C	0.2	-6.8
COc1ccccc1S(=O)(=O)Nc1ccc2c(c1)OC[C@@H](C)NC[C@H](C)[C@H](OC)CN(C)C2=O	-3.4	-1.4
C[C@H](CO)N1C[C@H](C)[C@H](CN(C)Cc2cccnc2)Oc2cc(C#CC3CCCCC3)ccc2S1(=O)=O	0.3	-0.8
COC(=O)C[C@H]1CC[C@@H](NS(=O)(=O)c2ccccc2F)[C@@H](CO)O1	-0.4	-0.7
COCCNC(=O)C[C@@H]1CC[C@H]2[C@@H](COc3ccc(NC(=O)Cc4ccccc4)cc3C(=O)N2C)O1	0.4	0.4
C[C@@H]1CCCCO[C@H](CN(C)S(=O)(=O)c2cccs2)[C@@H](C)CN([C@H](C)CO)C(=O)c2cc(NS(=O)(=O)c3ccccc3)ccc2O1	0.0	-2.8
Cc1noc(C)c1NC(=O)Nc1ccc2c(c1)C(=O)N([C@@H](C)CO)C[C@@H](C)[C@@H](CN(C)CC1CCCCC1)OCCCC[C@@H](C)O2	1.6	-0.7
CC(=O)N1C[C@@H]2[C@H](c3ccccc31)[C@@H](CO)N2C(=O)c1ccc(F)cc1	0.7	0.5
O=C(NCC[C@@H]1CC[C@@H](NC(=O)Nc2cc(F)ccc2F)[C@H](CO)O1)Nc1ccc(F)cc1	4.4	0.1
N#C[C@@H]1[C@H](c2ccc(C3=CCCCC3)cc2)[C@@H](CO)N1C(=O)NC1CCCCC1	-0.7	0.8
CCCNC(=O)C[C@@H]1CC[C@@H]2[C@@H](COc3ccc(NS(=O)(=O)c4ccccc4C)cc3C(=O)N2C)O1	-0.9	1.6
CC(C)NC(=O)Nc1ccc2c(c1)C(=O)N([C@H](C)CO)C[C@H](C)[C@H](CN(C)C(=O)c1ccncc1)OCCCC[C@H](C)O2	-1.1	-0.1
CC(C)NC(=O)Nc1ccc2c(c1)CC(=O)N([C@@H](C)CO)C[C@H](C)[C@H](CN(C)Cc1ccc(-c3ccccc3)cc1)O2	0.3	-0.2
C[C@@H]1CN([C@H](C)CO)C(=O)c2cc(NC(=O)Nc3ccc(C(F)(F)F)cc3)ccc2O[C@@H]1CN(C)Cc1ccc(Oc2ccccc2)cc1	-2.7	0.5
O=C(N[C@@H]1CC[C@@H](CCNS(=O)(=O)Cc2ccccc2)O[C@H]1CO)c1cnccn1	1.0	-1.5
COc1ccc(-c2ccc3c(c2)[C@@H]2[C@@H](CCN2S(=O)(=O)c2ccccc2C)[C@@H](CO)N3)cc1	-1.3	-0.9
C[C@@H]1CN([C@H](C)CO)C(=O)c2cccc(NC(=O)NC3CCCCC3)c2O[C@H]1CN(C)Cc1ccc(-c2ccccc2)cc1	-1.0	-0.5
COc1ccc(C#Cc2ccc([C@@H]3[C@@H](CO)N4CCCCN(C(=O)Cc5ccccc5)C[C@H]34)cc2)cc1	6.1	-0.1
O=C(NC1CCCCC1)[C@H]1[C@H](CO)[C@H]2Cn3c(cccc3=O)[C@H]2N1C(=O)CC1CC1	0.0	-4.6
O=C(C1CC1)N1C[C@H]2[C@@H](c3ccccc31)[C@H](CO)N2C(=O)c1ccccc1F	-4.1	-0.3
O=C(C[C@@H]1C[C@@H]2c3cc(NC(=O)c4cccnc4)ccc3O[C@@H]2[C@@H](CO)O1)NCc1ccncc1	20	0.2
CCC(=O)Nc1ccc2c(c1)OC[C@H](C)N(C(=O)CN(C)C)C[C@@H](C)[C@@H](OC)CN(C)C2=O	0.0	0.4
